G9a inh: blocks human histone lysine methyltransferase G9a | Q96KQ7 | G9a H3K9 monomethylation, AlphaScreen, 2 h | 350,000 compounds, 8.8% hits | Potency, µM (doses to about 102 µM), inactives show top-dose activity, negative = inhibition, hits mostly inhibitors; also: potency is read from the fitted curve at half-maximal effect; % is scaled to controls: 0 for no effect and ±100 for the full control effect; nearly all actives have a fitted effect of over 75% in size
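Step 1: enzyme (final 20 nM) with compound, 15 min RT. Step 2: substrate peptide 500 nM and SAM 20 uM, 2 h RT. Step 3: anti-H3K9me1 antibody and AlphaScreen beads, 10 min, then plate read.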
ERG Ets-DNA blk: inhibitors of human ERG Ets domain-DNA interaction; fluorescence polarization, His-ERG Ets domain / labelled DNA; AID 624246; 370,000 compounds, 0.028% hits; Potency, µM (titrated, usually from 76.9 µM), without a hit: at the highest dose FP activity, negative = inhibition, actives largely listed as inhibitors; P11308; active = well fitted inhibition curve with a large enough effect in the polarisation, with a control signal flat; inconclusive = small, poorly fitted or top-dose-only effect, or effect the other way, or a change in a side signal; inactive = no such curve, though single readings can be large or run the other way; the % refers to the polarisation;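 also: polarization taken with two DNA probes labelled with fluorescein and Texas red; potency is read from the fitted curve at half-maximal effect; % of control where 0% means no effect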
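His-tagged ERG Ets domain (1 uM in the protein solution; 300mM KCl, 50mM Tris-HCl, 1mM EDTA, 1mM DTT, pH 7.5) received compound, then a probe mix of 5 nM fluorescein-DNA and 100nM Texas-615-DNA. Fluorescence polarization was read for both dyes.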
GLS inhibitor: inhibitors of human glutaminase (GLS); O94925; GLS enzymatic activity, qHTS titration; Potency, µM (doses to about 45.5 µM), for the others: at the highest dose activity change, negative = inhibition, hits mostly inhibitors; 410,000 compounds, 0.21% hits; also: potency is read from the fitted curve at half-maximal effect; % is scaled to controls: 0 for no effect and ±100 for the full control effect
Target sequence (O94925 whole entry, looked up): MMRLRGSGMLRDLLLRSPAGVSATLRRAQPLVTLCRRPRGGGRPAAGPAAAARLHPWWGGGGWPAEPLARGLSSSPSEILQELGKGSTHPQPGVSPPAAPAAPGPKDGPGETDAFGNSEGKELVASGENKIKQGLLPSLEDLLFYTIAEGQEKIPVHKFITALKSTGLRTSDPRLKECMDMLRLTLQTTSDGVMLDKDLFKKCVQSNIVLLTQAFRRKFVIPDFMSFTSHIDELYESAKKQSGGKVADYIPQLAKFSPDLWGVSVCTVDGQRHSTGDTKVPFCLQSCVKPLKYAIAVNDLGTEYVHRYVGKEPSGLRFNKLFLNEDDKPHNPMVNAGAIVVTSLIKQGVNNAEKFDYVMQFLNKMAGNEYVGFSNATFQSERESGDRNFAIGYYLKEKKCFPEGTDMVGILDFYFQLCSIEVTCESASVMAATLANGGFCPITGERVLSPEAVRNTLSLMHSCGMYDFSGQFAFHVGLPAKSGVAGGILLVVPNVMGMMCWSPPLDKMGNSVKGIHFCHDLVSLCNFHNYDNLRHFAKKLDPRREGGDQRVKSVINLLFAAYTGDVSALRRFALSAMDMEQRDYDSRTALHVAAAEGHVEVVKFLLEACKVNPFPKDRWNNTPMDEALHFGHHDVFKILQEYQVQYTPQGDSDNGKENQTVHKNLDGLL
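Human kidney-isoform GLS in 45 mM KH2PO4 pH 8.2, 0.02% Tween-20, with compound, started with 1mM L-Glutamine (added stock). Glutamate oxidase/HRP/Amplex red coupled fluorescence read at start and after 30 min at RT.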
JMJD2A Tudor: blocks the human JMJD2A Tudor domain; Potency, µM (titrated, usually from 114 µM), without a hit: at the top dose activity change, negative = inhibition, actives largely listed as inhibitors; AlphaScreen JMJD2A-Tudor / H3K4me3 peptide binding; O75164; 390,000 compounds, 4.4% hits; also: potency is read from the fitted curve at half-maximal effect; % is scaled to controls: 0 for no effect and ±100 for the full control effect; nearly all actives have a fitted effect of over 50% in size
PI4K2A inh: inhibitors of human PI4K2A; purified PI4K2A, ADP-Glo luminescence, 1 h; active compounds read low; Q9BTU6; activity change, negative = inhibition, % at 76.9 µM; 420,000 compounds, 0.13% hits; in the data active = activity change below about -50%; inconclusive = mostly about -30% to -49%;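 also: -100% = wells without enzyme as full effect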
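Compounds are screened against recombinant PI4K2A using PI as substrate and ATP, the latter dispensed at 300 microM. Reactions run one hour at ambient temperature before ADP-Glo detection; full inhibition defined by wells lacking enzyme.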
Pin1 inh: blocks the human prolyl isomerase Pin1 | Potency, µM (top dose mostly 115 µM), for inactives: at the top dose activity, negative = inhibition, actives largely listed as inhibitors | Pin1 FP peptide displacement, HiFluor488, 10 min | 390,000 compounds, 0.009% hits; active = well fitted inhibition curve with a large enough effect in the polarisation, with a control signal flat, not every such curve was filed as active; inconclusive = small, poorly fitted or top-dose-only effect, or effect the other way, or a change in a side signal; inactive = no such curve, though single readings can be large or run the other way; the % refers to the polarisation; also: potency is read from the fitted curve at half-maximal effect; % is scaled to controls: 0 for no effect and ±100 for the full control effect
HP1b binding inh: inhibitors of HP1-beta chromodomain binding to methylated histone tails | Potency, µM (doses to about 114 µM), inactives show at the top dose activity change, negative = inhibition, most hits filed as inhibitors | P83916 | AlphaScreen HP1-beta / biotin-H3K9me3 peptide binding | 390,000 compounds, 0.56% hits; also: potency is read from the fitted curve at half-maximal effect; nearly all actives have a fitted effect of over 70% in size; inactives centre near 23
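HP1-beta protein (50 nM final) preincubated 30 min at room temperature with biotinylated H3(1-18)K9me3 peptide (50 nM) in PBS pH 7.4, 0.01% Tween-20, then compound added for 30 min. AlphaScreen streptavidin donor/nickel chelate acceptor beads (10 ug/mL final), 30 min dark, luminescence read.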
BAZ2B block: BAZ2B (human) inhibition; Q9UIF8; AlphaScreen BAZ2B-H3K14Ac peptide displacement; Potency, µM (highest dose often 114 µM), for inactives: at the highest dose activity change, negative = inhibition, most hits filed as inhibitors; 360,000 compounds, 4.4% hits; AID 504333; also: potency is read from the fitted curve at half-maximal effect; % is scaled to controls: 0 for no effect and ±100 for the full control effect; nearly all actives have a fitted effect of over 60% in size
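In this displacement format the biotinylated H3(5-23) peptide acetylated at Lys14 serves as ligand at 50 nM, with BAZ2B at 50 nM in PBS pH 7.4 containing 0.01% Tween-20. Donor and acceptor beads are 10 ug/mL final.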
PGK inhibitor: inhibitors of T. brucei phosphoglycerate kinase. P07378. PGK/GAPDH coupled, Kinase-Glo luminescence, 60 min. Potency, µM (doses to about 57.5 µM), for the others: top-dose activity change, negative = inhibition, hits mostly inhibitors. 380,000 compounds, 0.043% hits. AID 602233; also: potency is read from the fitted curve at half-maximal effect; % is scaled to controls: 0 for no effect and ±100 for the full control effect; nearly all actives have a fitted effect of over 60% in size
Target sequence (P07378 whole entry, looked up): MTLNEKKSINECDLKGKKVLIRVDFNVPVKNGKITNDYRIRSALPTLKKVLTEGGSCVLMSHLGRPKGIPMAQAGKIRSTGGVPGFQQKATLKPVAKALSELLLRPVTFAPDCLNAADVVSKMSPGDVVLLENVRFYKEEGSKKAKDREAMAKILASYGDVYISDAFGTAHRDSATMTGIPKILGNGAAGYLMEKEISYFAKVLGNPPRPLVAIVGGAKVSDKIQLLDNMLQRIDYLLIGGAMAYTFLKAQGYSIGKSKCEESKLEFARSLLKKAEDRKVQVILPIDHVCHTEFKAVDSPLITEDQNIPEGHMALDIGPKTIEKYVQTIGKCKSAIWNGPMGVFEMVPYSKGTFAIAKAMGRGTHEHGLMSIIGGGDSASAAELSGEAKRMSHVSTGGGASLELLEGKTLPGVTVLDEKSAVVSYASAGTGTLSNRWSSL
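Luminescent ATP detection (Kinase-Glo Plus) follows a 60-minute room-temperature incubation, with wells lacking PGK as controls. Buffer: 100 mM TEA (pH 7.6), 5 mM MgCl2, 0.01% Tween-20. Coupling enzyme GAPDH (100 nM final) supplies unstable 1,3-BPG in-well.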
* = called active by the depositor; i = inactive; ? = inconclusive; . = no result given; [ ] = dose if it differs, or a comment. Unless noted, calls follow the shape of the dose curve; as a rule, active = well fitted curve in the direction sought with a large enough effect; inconclusive = small, poorly fitted or top-dose-only effect, or another doubt; inactive = no such curve, though single readings can be large; an effect the other way counts as inactive or inconclusive. Rows were taken by chance; any-hit rate near 11%.

SMILES	G9a inh	ERG Ets-DNA blk	GLS inhibitor	JMJD2A Tudor	PI4K2A inh	Pin1 inh	HP1b binding inh	BAZ2B block	PGK inhibitor
CCOc1ccc(OCC)c(NC(=O)CCNS(=O)(=O)c2cc(Br)cnc2N)c1	-46%	-16%	-4%	-24%	0	3%	22%	-37%	-4%
CCOc1ccc(CC(=O)NC2CCN(Cc3ccccc3)CC2)cc1	-5%	-6%	-5%	-7%	-2	-5%	22%	-38%	-7%
O=C(N/N=C/c1c[nH]c2ccc(Br)cc12)c1ccncc1	62%[activator][59 µM]	2%	2%	?	-2	?	157%[activator]	-33%	-6%
CC(=O)N1c2ccc(S(=O)(=O)NCCC(=O)Nc3cccc(Cl)c3)cc2CC1C (stereo unspecified)	48%[59 µM]	10%	-9%	-6%	0	2%	47%[activator]	2%	2%
Cc1ccc(CNC(=O)C2(S(=O)(=O)c3ccc(C)cc3)CC2)cc1	27%	3%	-18%	-8%	3	-3%	-15%	-6%	-6%
O=C(COC(=O)c1cccc(S(=O)(=O)N2CCCCCC2)c1)Nc1ccccc1	-3%	11%	-6%	-13%	1	5%	21%	-16%	-4%
O=c1nc(NO)ccn1C1CCCO1 (stereo unspecified)	.	3%	35%[activator]	8.9µM*	0	-14%	22%	.	-4%
Cc1ccc(NC(=O)c2cc3c(s2)CCCC3)cc1	25%	13%	12%	33%	-7	0%	68%[activator]	1%	i
CCCOc1ccc(CNC(=O)c2ccc3nc(N4CCOCC4)sc3c2)cc1	6%	-8%	-13%	-9%	6	7%	49%[activator]	-23%	i
CCCCOc1ccc(C(=O)N2CCNC(=O)C2CC(=O)OC(C)C)cc1 (stereo unspecified)	.	10%	2%	-5%	-5	0%	34%	-6%	-8%
COc1ccc(C(=O)c2cn(-c3cccc(Br)c3)nc2C(C)=O)cc1	.	-4%	-22%	1%	1	1%	16%	.	-11%
O=C(NCc1ccc2c(c1)OCO2)c1ccc(N2C(=O)C3CCCCC3C2=O)cc1 (stereo unspecified)	-7%[59 µM]	0%	4%	-12%	-4	0%	12%	-3%	0%
Cc1ccc(OCCn2c(=O)cnc3ccccc32)cc1	16%[59 µM]	-2%	7%	-7%	-2	0%	48%[activator]	4%	-5%
COc1ccc(NS(=O)(=O)c2cccc(N/C(=N\S(=O)(=O)c3ccccc3)c3ccc(F)cc3)c2)cc1	-39%[59 µM]	4%	5%	-25%	-21	2%	-7%	-10%	-10%
O=C(Nc1ccccc1N1CCCC1)c1cccnc1	?	-5%	12%	-35%	-3	1%	21%	-3%	1%
CSc1ccccc1NC(=O)COC(=O)c1ccccc1Cc1ccccc1	95%[activator]	-6%	0%	56%[activator][57.1 µM]	-1	4%	141%[activator]	48%[activator]	-1%
O=C(NC(=S)Nc1ccc(Cc2ccncc2)cc1)c1ccccc1Cl	-15%	17%	6%	-10%	-2	-1%	10%	10%	5%
O=c1cc(O)c(-c2cccc(Cl)c2)c(Cl)[nH]1	3%[59 µM]	4%	14%	-2%	-2	-4%	41%[activator]	4%	-12%
CCOc1cc(NC(=O)Nc2ccccc2)c(OCC)cc1NC(=O)CC	?	-7%	2%	14%	2	-2%	40%[activator]	5%	-6%
O=C(NCC(=O)N1CCOCC1)c1ccc(Br)cc1	34%	4%	-7%	-5%	-3	0%	26%	0%	-12%
Cc1cc(C)n2nc(SC(C)C(=O)Nc3ccc(Cl)cn3)nc2n1 (stereo unspecified)	-1%	-4%	-11%	6%	3	7%	21%	-7%	-7%
Cc1ccccc1Cn1c(=N)n(CC(O)c2ccco2)c2ccccc21 (stereo unspecified)	-6%[59 µM]	-13%	-20%	-34%	-4	?	5%	-2%	i
O=C(/C=C/c1ncc(C(F)(F)F)cc1Cl)OCc1ccccc1	10%[59 µM]	6%	-6%	8%	3	6%	51%[activator]	11%	-7%
O=S(=O)(c1ccccc1)[C@@]1(c2ccccc2)C[C@@H]2ON=C(c3cccc(-c4ccccc4)c3)[C@@H]2C1	-12%[2.33 µM]	5%	2%	-18%	0	37%[activator]	22%	1%	9%
CCc1nnc2c(Nc3cccc(F)c3)nc3ccc(C(=O)c4ccccc4)cc3n12	5%[59 µM]	-1%	-1%	-19%	-2	-17%	8%	-3%	-4%
COc1ccc(CNC(=O)CN(c2ccccc2OC)S(=O)(=O)c2ccc(C)cc2)cc1	?	1%	10%	?	2	0%	20%	-12%	-2%
O=S(Cc1ccccc1)c1ccccc1 (stereo unspecified)	.	-3%	-1%	1%	3	-6%	40%[activator]	.	-2%
CC(C)OC(=O)c1cccc(NC(=O)CSc2nnc(N)s2)c1	2%[59 µM]	-9%	0%	-8%	3	-3%	39%	-23%	i
COc1ccc(C)cc1NC(=O)COC(=O)c1c(C)nn(-c2ccccc2)c1C	-15%[12.7 µM]	-3%	1%	-9%	1	1%	36%[activator]	14%	5%
Cc1ccc(NS(=O)(=O)c2c(C)[nH]c(C)c2C(=O)N2CCCCC2)c(C)c1	18%[59 µM]	14%	2%	-12%	1	-2%	25%	-19%	i

For convenience, part of the list above:
SMILES	G9a inh	ERG Ets-DNA blk	GLS inhibitor	JMJD2A Tudor	PI4K2A inh	Pin1 inh	HP1b binding inh	BAZ2B block	PGK inhibitor
Cc1ccccc1Cn1c(=N)n(CC(O)c2ccco2)c2ccccc21 (stereo unspecified)	-6%[59 µM]	-13%	-20%	-34%	-4	?	5%	-2%	i
O=C(/C=C/c1ncc(C(F)(F)F)cc1Cl)OCc1ccccc1	10%[59 µM]	6%	-6%	8%	3	6%	51%[activator]	11%	-7%
O=S(=O)(c1ccccc1)[C@@]1(c2ccccc2)C[C@@H]2ON=C(c3cccc(-c4ccccc4)c3)[C@@H]2C1	-12%[2.33 µM]	5%	2%	-18%	0	37%[activator]	22%	1%	9%
CCc1nnc2c(Nc3cccc(F)c3)nc3ccc(C(=O)c4ccccc4)cc3n12	5%[59 µM]	-1%	-1%	-19%	-2	-17%	8%	-3%	-4%
COc1ccc(CNC(=O)CN(c2ccccc2OC)S(=O)(=O)c2ccc(C)cc2)cc1	?	1%	10%	?	2	0%	20%	-12%	-2%

New compounds follow
SMILES	G9a inh	ERG Ets-DNA blk	GLS inhibitor	JMJD2A Tudor	PI4K2A inh	Pin1 inh	HP1b binding inh	BAZ2B block	PGK inhibitor
CCOC(=O)N1CCN(S(=O)(=O)c2ccc(C(=O)Nc3ccc(F)cc3F)cc2)CC1	-19%	.	-22%	-1%	3	-1%	25%	10%	-4%[11.5 µM]
C/C(=N\NC(=O)c1cc(-c2ccccn2)nc2ccccc12)c1cccc([N+](=O)[O-])c1	-30%	7%	-1%	-13%	-2	6%	38%	.	-3%
COc1cc(OC)cc(C(=O)OCC(=O)NC2CCCCCC2)c1	18%[59 µM]	14%	-1%	14%	-2	3%	41%[activator]	1%	1%
COc1ccc(NC(=S)NC(NC(=O)c2ccccc2Cl)C(Cl)(Cl)Cl)c([N+](=O)[O-])c1 (stereo unspecified)	0%[12.7 µM]	.	8%	?	0	-2%	-34%	?	i
Cc1cccc(NS(=O)(=O)c2c(C(=O)N3CCCC3)c(C)n(C)c2C)c1	24%	-8%	5%	-22%	1	4%	29%	-7%[57.1 µM]	2%
O=C(CCn1c(=O)c2ccccc2n(CC(=O)NCCC2=CCCCC2)c1=O)NCc1ccco1	?	-3%	1%	-9%	-10	11%	16%	3%	-4%
COc1cc(S(=O)(=O)N2CCN(Cc3ccc4c(c3)OCO4)CC2)c(C)cc1C	-20%	-15%	-1%	-31%	0	-3%	24%	-7%	-6%
N#C/C(=C\c1ccc(C(=O)O)cc1)c1ccccn1	15%[12.7 µM]	-2%	39%[activator]	9%	-65*	-8%	46%[activator]	-17%	-19%
CN(C)C(CNC(=O)c1cccc(S(=O)(=O)NCc2ccccc2)c1)c1ccccc1 (stereo unspecified)	0%	-7%	5%	4%	-4	-6%	36%	4%	1%
Cc1cc(O)c(C(C[N+](=O)[O-])c2ccc(Cl)cc2Cl)c(=O)o1 (stereo unspecified)	4.5µM*	-5%	20%	-14%	4	19%	16%	?	i
CCC(Cc1ccccc1)OC(=O)c1ccccc1C(=O)O (stereo unspecified)	.	-1%	0%	-2%	0	-6%	21%[57 µM]	.	-2%
NC(=O)NC(=O)CC1S/C(=N/N=C2\CSC(=O)N2)NC1=O (stereo unspecified)	0.79µM*	3%	26%	8.9µM*	-6	0%	48%[activator]	3.2µM*	-9%
CCOc1ccc(NC(=O)CSc2nnc(C)n2C2CC2)cc1S(=O)(=O)N1CCCC1	-44%	-10%	-5%	-5%	-2	1%	24%	5%	i
COc1ccc(C(=O)NCCCSC)cc1OC1CCN(C(C)C)CC1	-1%	8%	2%	-11%	-1	6%	61%[activator]	6%	i
O=C(O)C1CCN(S(=O)(=O)c2ccc(N3CCCC3C(=O)O)c([N+](=O)[O-])c2)CC1 (stereo unspecified)	13%	1%	1%	-9%	-3	-13%	37%	-5%	i

Bioassay records from PubChem.
